RXFP1 antagonist: antagonists of human relaxin receptor RXFP1 | Q9HBX9 | HEK293-RXFP1, relaxin-stimulated cAMP HTRF, 30 min; stronger effect = lower value | activity change, negative = inhibition, % at 57.5 µM | actives 0.59% (n = 350,000);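 active = activity change of -60% or lower, but not beyond a set lower limit; inconclusive = change between -60% and -40%, or beyond the set limit; inactive = change above -40%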
Target sequence (Q9HBX9 whole entry, looked up): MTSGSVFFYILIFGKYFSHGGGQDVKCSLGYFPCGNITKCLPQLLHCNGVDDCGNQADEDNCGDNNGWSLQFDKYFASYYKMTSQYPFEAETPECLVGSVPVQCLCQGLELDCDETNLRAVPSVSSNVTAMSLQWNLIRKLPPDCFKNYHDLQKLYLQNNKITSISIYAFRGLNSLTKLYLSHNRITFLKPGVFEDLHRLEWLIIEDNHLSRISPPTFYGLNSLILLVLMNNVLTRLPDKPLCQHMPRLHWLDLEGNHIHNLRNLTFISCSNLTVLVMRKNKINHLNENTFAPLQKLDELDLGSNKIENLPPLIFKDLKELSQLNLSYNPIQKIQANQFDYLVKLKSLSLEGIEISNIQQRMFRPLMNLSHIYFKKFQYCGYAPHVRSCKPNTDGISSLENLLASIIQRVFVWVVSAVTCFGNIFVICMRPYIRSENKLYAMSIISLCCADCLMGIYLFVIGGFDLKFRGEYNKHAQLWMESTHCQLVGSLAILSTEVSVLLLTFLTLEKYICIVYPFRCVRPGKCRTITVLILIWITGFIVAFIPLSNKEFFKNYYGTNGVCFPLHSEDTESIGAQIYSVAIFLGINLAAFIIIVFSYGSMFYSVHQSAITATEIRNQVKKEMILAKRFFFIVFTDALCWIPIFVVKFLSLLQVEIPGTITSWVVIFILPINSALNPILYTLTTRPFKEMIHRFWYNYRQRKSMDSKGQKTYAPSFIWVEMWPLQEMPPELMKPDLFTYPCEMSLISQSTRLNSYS
The depositor's hits bear a star; ? = inconclusive. % is scaled to controls: 0 for no effect and ±100 for the full control effect.

SMILES	RXFP1 antagonist
COc1cccc(NC(=O)COC(=O)C2CC2)c1	11
CC1CCC2(CC1)NC(=O)N(CC(=O)N1CCOCC1)C2=O (configuration not stated)	-8
O=C(c1cc(O)c(O)c(O)c1)c1ccc(O)c(O)c1O	-14
O=[N+]([O-])c1ccccc1N(S(=O)(=O)c1ccccc1)S(=O)(=O)c1ccccc1	-1
COc1ccc(NC(=O)CSc2nnc(N)s2)cc1S(=O)(=O)N1CCCCC1	-1
COc1cc(C(=O)Nc2cc(OC)c(OC)c(OC)c2)ccc1OCc1c(C)noc1C	-5
O=C(CN(c1ccc(Br)cc1)S(=O)(=O)c1ccc(Cl)c([N+](=O)[O-])c1)NCC1CCCO1 (configuration not stated)	-16
Cc1ccc(NC(=O)CN(C)C(=O)c2ccc(Cl)c(S(=O)(=O)NCc3ccco3)c2)cc1	-3
c1cc(CNCCNCc2ccncc2)ccn1	0
S=C(c1ccc2c(c1)OCO2)N1CCN(c2cccc(Cl)c2)CC1	-8
COc1ccccc1NC(=O)COC(=O)Cn1cnc2c1c(=O)n(C)c(=O)n2C	6
COc1ccc(Cc2nnc(NC(=O)CS(=O)(=O)Cc3ccccc3)s2)cc1	3
Cc1ccc(C(C)(c2ccc(N)cc2)c2ccc(N)cc2)cc1	?
CC(C)c1ccc(NC2CCCN(C(=O)CN3CCCCC3=O)C2)cc1 (configuration not stated)	14
CCOc1ccccc1C(=O)OCC(=O)NCc1ccc2c(c1)OCO2	2
COc1ccc(CCN(C)C(=O)c2ccc3c(=O)n4c(nc3c2)CCCCC4)cc1OC	0
COc1ccc(NS(=O)(=O)c2cc([N+](=O)[O-])ccc2N/N=C/c2c(C)[nH]c3ccccc23)cc1	-9
CCc1cc2c(SCC(=O)N3CCN(C(=O)c4cccs4)CC3)ncnc2s1	1
O=C(NNC(=O)c1cccc2ccccc12)c1cccc(Br)c1	9
O=CNc1c(Br)cc2c(c1Br)Cc1cc(Br)ccc1-2	-10
CN(CC(=O)Nc1ccc(F)c(F)c1F)C(=O)C1CCCCC1	-1
Cc1cc(Cl)ccc1N(CC(=O)N(C)Cc1ccccc1)S(C)(=O)=O	0
Cc1ccc(C)c(NC(=O)CN(C)C(=O)c2ccc(COc3ccccc3)cc2)c1	0
CCOC(=O)/C=c1/s/c(=C/c2ccccc2OC)c(=O)n1CC(=O)N1CCOCC1	-5
CCCn1c(SCC(=O)NCCCN2CCCC2=O)nc2ccccc2c1=O	2
CN(C(=O)COc1ncnc2ccc(Br)cc12)C1CCCCC1	5
Cc1cccc(S(=O)(=O)N(C)C[C@H]2OCc3cn(nn3)CCCC(=O)N([C@@H](C)CO)C[C@@H]2C)c1	1
Nn1c(SCC(=O)Nc2ccc(N3CCOCC3)cc2)nnc1C1CC1	0
CCN(C(=O)COC(=O)c1ccc[nH]c1=O)c1cccc2ccccc12	3
Cc1cccc(NC(=O)CSCC(=O)N(C)Cc2ccc3c(c2)OCCO3)c1	-10
O=C(COC(=O)c1cccc(S(=O)(=O)N2CCCC2)c1)Nc1ccc(Cl)cc1	2
Cc1ccc(OCc2occc2C(=O)O)cc1	-3
Nc1ccn([C@@H]2O[C@H](CNC(=O)[C@@H](N)CSCc3ccccc3)[C@@H](O)[C@H]2O)c(=O)n1	12
Cc1c(F)c(N2CCNC(C)C2)cc2c1c(=O)c(C(=O)O)cn2C1CC1 (configuration not stated)	-7
CN(C)c1ccc(C=C2C=C(c3ccccc3)OC2=O)cc1	2
O=c1[nH]c(=O)n(C2OC(CO)C(O)C2O)cc1F (configuration not stated)	-3
CCON1C(=O)C2(CCCCC2)C(=O)C12C=CCCC2 (configuration not stated)	-12
CC(=O)Nc1cccc2cc(O)ccc12	-5
C=CCOc1ccccc1/C=c1\sc2nc(-c3oc4ccccc4c3C)nn2c1=O	-4
C=CCn1c(SCC(=O)NCC(c2ccccc2)N(C)C)nc2sc3c(c2c1=O)CCC3 (configuration not stated)	-1
COc1ccc(C(=O)N/C(=C\c2ccccc2)C(=O)Nc2ccccc2C(=O)O)cc1	-2
COc1cccc(CCC2C(=O)CCCC2=O)c1	-5
Cc1cccc(OCC(=O)Nc2nonc2NC(=O)COc2cccc(C)c2)c1	-4
CC1(C2CCC3C4CCC5CC6(CCC5(C)C4C(=O)CC32C)OCCO6)OCCO1 (configuration not stated)	-9
c1ccc(COC2COC3C(OCc4ccccc4)COC23)cc1 (configuration not stated)	-9
Cc1cc(C)c(NC(=O)CN(C)CC(=O)Nc2cccc(S(=O)(=O)N(C)c3ccccc3)c2)c(C)c1	-9
CC(C)=CCc1ccc(O)c(=O)cc1C(C)C	-16
CCOc1ccccc1OCCCC(=O)Nc1cc(S(=O)(=O)N2CCOCC2)ccc1OC	-9
CC(=O)Nc1c(Cl)c(Cl)c2c(c1Cl)Cc1cc(Cl)ccc1-2	-6
O=c1[nH]c2ccccc2c(=O)n1CCCl	11

(listing goes on)
SMILES	RXFP1 antagonist
O=C1C=CC2(O[C@H](c3ccccc3)[C@@H](c3ccccc3)O2)[C@H](Sc2ccccc2O)C1	-99*
CN1C(=O)c2oc3ccccc3c(=O)c2C1c1cccnc1 (configuration not stated)	-20
O=C(COCCOCCOCC(=O)Nc1c(I)cc(I)c(C(=O)O)c1I)Nc1c(I)cc(I)c(C(=O)O)c1I	-6
O=[N+]([O-])c1cccnc1Oc1cc(Cl)c(Cl)cc1Cl	-20
COc1ccc(S(=O)(=O)N2CCOC2CNC(=O)C(=O)NCCCN2CCOCC2)cc1OC (configuration not stated)	-7
Cc1nc2[nH]c(=S)[nH]c2c(=O)[nH]1	-13
CC1CCC(NC(=O)c2ccc(Br)o2)CC1 (configuration not stated)	0
Cc1ccc(C)c(NC(=O)COC(=O)c2nn(C)c(=O)c3ccccc23)c1	-14
O=C(O)C(c1ccccc1)C1(O)CC2CCC1C2 (configuration not stated)	-2
C[C@@H]1CN([C@@H](C)CO)C(=O)c2cc(C#Cc3cccc(F)c3)cnc2O[C@@H]1CN(C)CC1CCOCC1	9
Cc1ccc(S(=O)(=O)N2CCOCC2)cc1NC(=O)Cn1c(=O)ccn(Cc2ccccc2)c1=O	-2
Cc1cc(C)cc(Nc2ccc3nonc3c2[N+](=O)[O-])c1	2
O=C(COC(=O)c1ccc2ccccc2c1)NCc1ccccc1	-7
O=C(CCc1ccc(S(=O)(=O)N2CCOCC2)cc1)OCC(=O)c1ccccc1	-14
CC(C)CC1C(=O)N(Cc2cn(Cc3ccco3)nn2)CCS(=O)(=O)N1Cc1ccc(-c2ccccc2)cc1 (configuration not stated)	-4
CC1=C(C(=O)N2CCOCC2)CC(CC(=O)NCc2cccc3ccccc23)C(=O)N1Cc1ccc(F)cc1 (configuration not stated)	-10
CCCCC(=O)c1ccc(O)cc1O	8
O=C1c2ccccc2CSc2c(O)cccc21	11
Cc1ccc(NC(=O)COC(=O)Cc2c[nH]c3ccccc23)cc1	4
C[C@@H]1CN([C@@H](C)CO)C(=O)CCCn2nncc2CO[C@@H]1CN(C)C(=O)Nc1ccc(N2CCCCC2)cc1	2
O=C(CCl)N1c2ccccc2Sc2ccc3ccccc3c21	-32
Cc1cccc(N2CCN(C(=O)CNC(=O)Cc3ccccc3)CC2)c1C	-24
CSc1ncccc1C(=O)Nc1cc(Cl)ccc1N1CCOCC1	2
CN(C)S(=O)(=O)c1ccc(Cl)c(NC(=O)CNC2(C)CCS(=O)(=O)C2)c1 (configuration not stated)	-11
O=S(=O)(NCCCc1ccccc1)c1ccc(Br)cc1	-3
CC(=O)Oc1ccc(OC(C)=O)c2c1CC1(C)OC1(C)C2 (configuration not stated)	2
O=C(NCC1CCCO1)c1ccc(NC(=O)c2ccc(Br)cc2)cc1 (configuration not stated)	-4
CC(=O)c1cc2c(cc1NC(=O)CSc1ncccn1)OCO2	2
COc1ccc(CN2C(=O)C(CC(=O)NC(c3ccccc3)c3ccccc3)CC(C(=O)N(C(C)C)C(C)C)=C2C)cc1 (configuration not stated)	13
O=C(CNC(=O)N1CC(=O)Nc2ccccc21)Nc1ccc(Cl)cc1Cl	3
O=C1NC(c2ccc3ccccc3c2)Nc2ccccc21 (configuration not stated)	11
CCCCN1C[C@H](C)[C@@H](CC(=O)Nc2ccc(OC)cc2)C1=O	7
O=C(Nc1ccccc1F)C1CCCC1	3
O=C1CC(c2ccccc2)Oc2ccc(Cl)cc21 (configuration not stated)	-8
CC(=O)Nc1ccc(NC(=O)C(C)OC(=O)CCSc2ccccc2Cl)cc1 (configuration not stated)	-10
Nc1cccc2c(O)cccc12	1
COc1ccc(NC(=O)N(C)[C@H]2C[C@H]3c4[nH]c5ccc(-c6cccc(C)c6)cc5c4CCN3C[C@H]2[C@H](C)O)cc1	-6
OC(c1ccccc1)C(O)C(c1ccccc1)N1CCCCC1 (configuration not stated)	5
Cc1ccc(S(=O)(=O)N(C)C[C@H]2Oc3cc(C#CC4CCCC4)ccc3S(=O)(=O)N([C@H](C)CO)C[C@H]2C)cc1	-7
COc1ccc(-n2c(COc3ccc(Cl)cc3Cl)n[nH]c2=S)cc1	-21
COc1cccc(N(CC(=O)N2CCN(Cc3ccccc3)CC2)S(C)(=O)=O)c1	-2
COc1cc(OC)nc(Oc2ccccc2/C=N/O)n1	3
CC1=C(C(=O)N(C)C)CC(CC(=O)NC(c2ccccc2)c2ccccc2)C(=O)N1Cc1ccccc1 (configuration not stated)	10
CC(C=NNC(=O)C(=O)NN=CC(C)=Cc1ccccc1)=Cc1ccccc1	3
CN(C(=O)c1cc(COc2ccc(F)cc2Cl)on1)C1CCOC1 (configuration not stated)	-2
CCN(CC)c1nc(NNC(=O)c2ccccc2)nc(N(CC)CC)n1	-4
N#CCCN(C(=O)CSc1n[nH]c(=O)[nH]c1=O)c1ccccc1	0
Cc1ccc(S(=O)(=O)N2CCN(C(=O)COC(=O)c3cc([N+](=O)[O-])ccc3NCCO)CC2)c(C)c1	5
O=C(NCCCn1ccnc1)c1sc2cc([N+](=O)[O-])ccc2c1Cl	6
CCNC(COC(=O)c1ccc([N+](=O)[O-])cc1)C1CCCCC1 (configuration not stated)	-7

Next part.
SMILES	RXFP1 antagonist
COc1ccccc1C(=O)NCC(=O)N(C)Cc1nc2ccccc2c(=O)[nH]1	-2
Cc1ccc(OCc2cc(C(=O)N(C)Cc3cnn(C)c3)no2)cc1C	0
CN(CC(=O)Nc1ccc(C(N)=O)cc1)S(=O)(=O)c1ccc2c(c1)OCCO2	-12
CCN(C(=O)COC(=O)/C=C/c1ccc(F)cc1)C1CCCCC1	-11
O=C1c2ccccc2C(=O)N1CCC#C/C=C1\c2ccccc2C(=O)N1c1ccccc1	16
COc1cccc(-c2ccc3c(c2)C2CC3CCN2C(=O)c2ccc(-c3ccccc3)cc2)c1 (configuration not stated)	1
C=CCOc1ccc(C[C@H](N)C(=O)NC[C@H]2O[C@@H](n3ccc(N)nc3=O)[C@H](O)[C@@H]2O)cc1	-3
COc1ccccc1C(=O)Nc1ccnn1C1CCN(C(=O)c2ccoc2)CC1	1
Cc1cc(C)n(-c2nc3sc4c(c3c3nnc(SC(C)C)n23)CC(C)(C)OC4)n1	8
Cn1c2nc3ccccc3c-2nc2ccccc21	2
COc1ccc(NC(=O)C2CC(=O)N(c3ccc(C)cc3)C2)cc1S(=O)(=O)N1CCCCC1 (configuration not stated)	4
Nc1ccc2[nH]c(=S)sc2c1	-34
O=C(COC(=O)c1ccc(S(=O)(=O)N2CCCCC2)cc1)NCc1ccccc1	-17
ON=C1CCC2CCCCC2C1 (configuration not stated)	10
Cc1ccc(-n2ncc3c(=O)[nH]c(SCC(=O)N4CC(=O)Nc5ccccc54)nc32)cc1	-17
O=C(NCCCc1ccccc1)C(=O)NCC1OCCN1S(=O)(=O)c1ccccc1 (configuration not stated)	-5
Cc1c(NC(=O)C(C)OC(=O)c2ccccc2O)c(=O)n(-c2ccccc2)n1C (configuration not stated)	-4
CCOC(=O)c1cc(OCC)c2c(ccc3ccccc32)n1	-4
O=C(Nc1c(Br)cc2c(c1Br)Cc1ccccc1-2)C(F)(F)F	-20
Cc1c([N+](=O)[O-])cc(N2C(=O)C=CC2=O)cc1[N+](=O)[O-]	?
COc1ccccc1Nc1nnc(SCC(=O)c2c(N)n(C3CC3)c(=O)[nH]c2=O)s1	-5
O=C(CSc1ccccc1C(=O)N1CCN(c2ccc([N+](=O)[O-])cc2)CC1)N1CCCC1	-24
C[C@@H]1CN([C@H](C)CO)C(=O)CCCn2nncc2CO[C@@H]1CN(C)C(=O)c1ccncc1	-1
CCN(C(=O)COC(=O)c1ccc([N+](=O)[O-])o1)c1cccc2ccccc12	6

High-throughput results from PubChem.

A portion of the library. The share of hits here may be higher or lower than overall.
